MT1-MMP act inh = blockers of MT1-MMP proenzyme processing, primary screen, HT1080 RFP-PRO-GFP cells, GFP/RFP fluorescence. Matrix metalloproteinase-14 (Homo sapiens), P50281. GFP/RFP ratio change, % at 20 µM. actives 0.061% (n = 360,000). GFP/RFP ratio fluorescence, overnight; percent of plate control window, DMSO zero. AID 651647, 2012;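 active means GFP/RFP ratio change of at least 30% with cell ATP level not reduced by more than half and red fluorescence within 50% of control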; further: strong numbers were not always called active
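Assay system: HT1080 cells carrying an RFP-PRO-GFP reporter | Dosing: Single dose of 20 µM compound, 1% DMSO final | Incubation: Cells overnight before dosing, compound overnight, 37 °C, 5% CO2 | Evaluation: GFP/RFP fluorescence ratio | Control set: DMSO and RFP-L50D-GFP cell wells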
MsrA inh = bovine MsrA enzyme inhibitors, primary screen, biochemical, absorbance, HTS | purified bovine MsrA, absorbance read-out | inhibition, % at 15.5 µM | Methionine sulfoxide reductase A (Bos taurus) | actives 0.75% (n = 360,000); in the data active means inhibition above about 4.5%;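 further: 0% = vehicle wells with enzyme and 100% = reference inhibitor wells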
TbMetRS inhib = T. brucei MetRS inhibitors, primary screen, biochemical, luminescence. methionyl-tRNA synthetase (Trypanosoma brucei brucei). purified T. brucei MetRS, ATP depletion, Kinase-Glo luminescence. inhibition, % at 11.9 µM. actives 0.4% (n = 360,000). AID 624268, 2012;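 active means inhibition above a per-plate cutoff of the control wells' mean inhibition plus 3 SD, cut at about 5.5% in these data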;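 further: 0% = DMSO wells median and 100% = median of wells with control inhibitor compound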
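Dosing: 11.9 µM compound single dose, 0.9% DMSO; Assay system: purified T. brucei MetRS enzyme; Measured by: Kinase-Glo luciferase luminescence reporting remaining unconsumed ATP; Schedule: 15 min plus 2 h at 25 °C.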
SKN-1 inh = suppressors of acrylamide-induced Pgst-4::GFP reporter in worms, primary screen, SKN-1 inhibitor project, whole organism, uHTS, GFP/RFP fluorescence ratio, strain VP596; C. elegans VP596 Pgst-4::GFP/RFP ratio, 24 h; inhibition, % at 21.8 µM; actives 0.49% (n = 360,000);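 active means interference check ratio from 0.5 to 1.5 plus GFP to RFP signal ratio inhibition reaching or exceeding a fixed threshold, cut at about 30% in these data, passing the limit was not always enough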; further: some compounds called inactive have numbers as strong as hits
MsrA act = bovine MsrA enzyme activators, primary screen, biochemical, absorbance, HTS. Methionine sulfoxide reductase A (Bos taurus). purified bovine MsrA, absorbance read-out. activation, % at 10.6 µM. actives 0.3% (n = 360,000); in the data active means activation above about 7.5%;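 further: 0% = vehicle and 100% = reference activator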
MLLE-PAM2 inh = inhibitors of PABP1 MLLE–PAM2 peptide binding, primary screen, biochemical, fluorescence polarization, FITC-PAM2, GST-MLLE | actives 0.36% (n = 360,000) | AID 588489, 2011 | inhibition, % at 20 µM; in the data active means inhibition above about 35%, passing the limit was not always enough;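 further: plate controls were DMSO wells with GST-MLLE for no effect and wells lacking GST-MLLE protein for full effect; some results filed as inactive read as strong as hits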
E coli Lon inh = inhibitors of E. coli Lon protease, primary screen, biochemical, fluorescence polarization; P0A9M0; purified E. coli Lon protease; inhibition, % at 7.94 µM; actives 0.42% (n = 360,000); AID 602123, 2011; in the data active means inhibition above about 13%, passing the limit was not always enough;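 further: 0% = enzyme with probe and DMSO and 100% = no enzyme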
CendR NRP1 mod = modulators of CendR peptide binding to NRP-1, primary screen, biochemical, fluorescence polarization, uHTS; Neuropilin-1 (Homo sapiens), O14786; AID 602438, 2012; inhibition, % at 25 µM; FAM-RPARPAR peptide binding to NRP-1; actives 0.85% (n = 360,000);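 active means inhibition or corrected inhibition above about 18%, plus a signal ratio from 0.5 to 1.5, limit read from the data, passing the limit was not always enough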; further: strong numbers were not always called active
FAS-TE inh = FAS thioesterase domain inhibitors, primary screen, biochemical, fluorescence intensity, uHTS. Fatty acid synthase (Homo sapiens), P49327. recombinant FAS-TE, OMFH fluorogenic substrate, fluorescence endpoint. inhibition, % at 15 µM. actives 0.67% (n = 360,000). AID 602261, 2012;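 active means compounds whose normalised, plate-corrected inhibition of enzyme fluorescence in the single-dose primary screen is 50% or more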;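 further: 0% = DMSO with enzyme and 100% = substrate without enzyme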
Target sequence (P49327 whole entry, looked up, the tested form may be a part): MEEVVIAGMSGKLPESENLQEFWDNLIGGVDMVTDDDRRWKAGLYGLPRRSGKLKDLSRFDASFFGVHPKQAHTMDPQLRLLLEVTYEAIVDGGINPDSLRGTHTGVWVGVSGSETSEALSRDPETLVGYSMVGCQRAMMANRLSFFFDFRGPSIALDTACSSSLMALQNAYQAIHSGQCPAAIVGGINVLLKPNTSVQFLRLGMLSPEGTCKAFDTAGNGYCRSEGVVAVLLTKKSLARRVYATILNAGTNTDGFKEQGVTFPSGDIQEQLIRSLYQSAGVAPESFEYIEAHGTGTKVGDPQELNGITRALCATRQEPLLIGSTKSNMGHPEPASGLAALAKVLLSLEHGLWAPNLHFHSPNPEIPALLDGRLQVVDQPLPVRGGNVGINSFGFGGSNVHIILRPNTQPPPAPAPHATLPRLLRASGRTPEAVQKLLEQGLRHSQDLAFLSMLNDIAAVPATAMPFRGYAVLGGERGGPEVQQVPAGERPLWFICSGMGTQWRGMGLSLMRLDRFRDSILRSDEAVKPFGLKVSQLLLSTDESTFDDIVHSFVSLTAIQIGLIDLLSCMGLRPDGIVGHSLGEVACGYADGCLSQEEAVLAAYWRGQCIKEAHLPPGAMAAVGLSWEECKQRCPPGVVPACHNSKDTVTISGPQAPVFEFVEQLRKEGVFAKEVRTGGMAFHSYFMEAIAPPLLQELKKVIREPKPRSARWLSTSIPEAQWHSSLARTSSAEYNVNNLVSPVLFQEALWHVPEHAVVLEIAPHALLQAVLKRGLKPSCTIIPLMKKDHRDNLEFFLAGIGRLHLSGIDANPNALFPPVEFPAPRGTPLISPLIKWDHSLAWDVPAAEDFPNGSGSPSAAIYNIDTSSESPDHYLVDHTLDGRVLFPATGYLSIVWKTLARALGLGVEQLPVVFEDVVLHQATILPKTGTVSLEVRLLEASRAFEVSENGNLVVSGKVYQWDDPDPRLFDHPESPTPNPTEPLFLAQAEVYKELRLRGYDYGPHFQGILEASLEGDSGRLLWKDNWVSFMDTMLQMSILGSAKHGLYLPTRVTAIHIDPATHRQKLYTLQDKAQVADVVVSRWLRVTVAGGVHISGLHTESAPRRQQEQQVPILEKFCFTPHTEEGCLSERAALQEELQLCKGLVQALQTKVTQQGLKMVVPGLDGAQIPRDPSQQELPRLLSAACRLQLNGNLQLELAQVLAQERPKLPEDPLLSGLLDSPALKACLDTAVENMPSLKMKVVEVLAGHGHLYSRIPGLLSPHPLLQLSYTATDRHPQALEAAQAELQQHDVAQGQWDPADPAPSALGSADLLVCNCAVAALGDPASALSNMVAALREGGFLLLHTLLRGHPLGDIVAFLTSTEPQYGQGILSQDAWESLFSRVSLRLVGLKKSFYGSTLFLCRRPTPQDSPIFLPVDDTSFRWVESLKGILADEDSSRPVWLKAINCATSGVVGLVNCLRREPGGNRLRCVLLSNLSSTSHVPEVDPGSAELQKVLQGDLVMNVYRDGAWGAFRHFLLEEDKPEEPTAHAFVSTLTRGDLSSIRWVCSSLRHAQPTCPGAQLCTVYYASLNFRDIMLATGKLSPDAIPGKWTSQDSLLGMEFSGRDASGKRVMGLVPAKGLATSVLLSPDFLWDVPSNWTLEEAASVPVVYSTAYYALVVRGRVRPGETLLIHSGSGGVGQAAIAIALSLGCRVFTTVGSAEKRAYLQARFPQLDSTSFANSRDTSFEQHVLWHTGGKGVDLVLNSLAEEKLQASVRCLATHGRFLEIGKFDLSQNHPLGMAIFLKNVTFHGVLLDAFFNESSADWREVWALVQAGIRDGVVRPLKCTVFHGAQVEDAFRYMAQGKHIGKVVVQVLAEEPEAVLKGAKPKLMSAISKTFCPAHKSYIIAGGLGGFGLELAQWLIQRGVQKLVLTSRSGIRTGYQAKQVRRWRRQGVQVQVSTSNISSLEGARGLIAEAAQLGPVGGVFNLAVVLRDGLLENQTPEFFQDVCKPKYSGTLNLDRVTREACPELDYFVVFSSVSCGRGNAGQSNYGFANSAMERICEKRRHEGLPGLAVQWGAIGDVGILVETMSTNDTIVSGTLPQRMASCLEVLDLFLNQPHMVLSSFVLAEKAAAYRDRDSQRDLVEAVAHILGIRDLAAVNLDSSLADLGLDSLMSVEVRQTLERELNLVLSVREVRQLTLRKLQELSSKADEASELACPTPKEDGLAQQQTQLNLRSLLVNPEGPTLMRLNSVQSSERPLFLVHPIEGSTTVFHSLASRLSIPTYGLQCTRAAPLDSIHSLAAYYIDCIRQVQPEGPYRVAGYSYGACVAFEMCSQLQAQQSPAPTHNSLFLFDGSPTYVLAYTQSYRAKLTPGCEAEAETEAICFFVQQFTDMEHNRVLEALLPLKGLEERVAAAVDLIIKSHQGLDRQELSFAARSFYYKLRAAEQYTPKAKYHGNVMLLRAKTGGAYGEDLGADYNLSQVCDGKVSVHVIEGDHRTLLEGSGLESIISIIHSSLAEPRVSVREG
* hit, by the source's call; nt = not tested or not shown. Hits appear at their usual frequency. Share with any hit: about 4%.

SMILES	MT1-MMP act inh	MsrA inh	TbMetRS inhib	SKN-1 inh	MsrA act	MLLE-PAM2 inh	E coli Lon inh	CendR NRP1 mod	FAS-TE inh
Cc1ccc(S(=O)(=O)N2CCN(C(=O)c3n[nH]c(=O)c4ccccc34)CC2)c(C)c1	3	1.1	-0.5	-9	-13	6	0	-10	0
COc1ccc(/C=C2/CSC/C(=C/c3ccc(OC)c(OC)c3)C2=O)cc1OC	-9	2.2	-0.5	-9	-8	-24	-15	-19	3
O=C(NCCN1CCN(C(=O)c2cccc(OC(F)F)c2)CC1)c1cccc(OC(F)F)c1	-5	-1.0	-0.1	4	-4	-15	-3	22*	-2
CCOC(=O)C1CCN(C(=O)CCS(=O)(=O)c2ccc3c(c2)n(C)c(=O)c(=O)n3C)CC1	-2	1.5	-1.4	-12	0	-3	0	-12	-7
Nc1nc(-c2ccccc2)cc(N2CCCCC2)n1	11	0.9	-1.3	-14	-11	-13	4	-7	-68
O=C(Nc1nncs1)c1c(F)c(F)c(F)c(F)c1F	2	2.6	-0.1	13	-1	19	1	13	-2
O=C(Nc1ccccc1F)c1ccc(-c2cccc([N+](=O)[O-])c2)o1	-2	1.0	-0.3	15	-6	0	-5	8	31
COc1ccc2[nH]c3c(c2c1)CCN1C(=O)C(CC(=O)NCC24CC5CC(CC(C5)C2)C4)C[C@H](C(=O)N2CCCCC2)[C@@]31C (stereo not given in full)	-12	-0.7	-0.4	15	-2	0	5	16	15
CCN(CC(=O)Nc1c(C(=O)OC)[nH]c2ccc(C)cc12)c1ccc2c(c1)OCO2	-6	-0.2	-1.1	14	0	1	-5	11	18
COC(=O)NC(=S)N1CCOCC1	1	-0.2	-0.2	6	-1	-3	-3	2	-10
CC(=O)N1N=C(c2cccc([N+](=O)[O-])c2)OC1c1cccc(Br)c1 (stereo not given)	1	-0.5	-0.2	3	-1	0	0	7	54*
S=c1[nH]ccn1-c1ccc(Cl)cc1	3	-0.1	0.4	2	1	-33	-5	-2	-7
CC1(C)CC(=O)C2=C(C1)NC1=C(C(=O)c3ccccc31)C2c1ccc(Cl)cc1 (stereo not given)	-5	1.1	0.6	17	-2	-25	4	-14	13
CCc1ccc(NC(=O)C(=O)NCC(O)c2ccccc2)cc1 (stereo not given)	5	1.6	-0.7	-4	-4	12	6	4	-7
O=C(Cc1ccccc1)Nc1ccc(N2CCOCC2)cc1N1CCOCC1	-1	0.2	-0.9	-6	1	-13	3	19	-7
O=C1c2ccccc2C(=O)N1C(CO)C(O)c1ccc([N+](=O)[O-])cc1 (stereo not given)	-2	-1.0	-0.2	4	-2	4	-14	3	2
CCOC(=O)c1c(NCC2CCCO2)c2ccccc2[nH]c1=O (stereo not given)	-2	0.2	-0.1	-2	0	-3	-1	2	-12
CC(=O)O[C@H]1CC[C@@]2(C)C(CCC3C2CC[C@]2(C)OC(=O)CCC32)C1 (stereo not given in full)	0	0.2	0.2	-26	-1	-1	4	-5	4
CC(C)c1ccccc1NC(=O)Nc1nnc([C@H]2C[C@H](O)[C@@H](CO)O2)s1	-1	0.8	0.6	-5	0	3	-4	-5	-8
O=C(CCN1C(=O)c2cccc3cccc(c23)C1=O)NCC1CCCO1 (stereo not given)	3	3.8	-0.2	7	-4	0	-7	-1	-3
Nn1c(SCc2cccc(F)c2)nnc1-c1ccncc1	-1	-0.3	-0.6	16	-1	-14	-2	-16	-3
CC(C)(C)C(=O)Nc1nc2cc3c(cc2s1)OCO3	-2	1.9	-0.2	6	-1	5	-3	-3	0
CCOC(=O)C1=NN(c2ccccc2)C(=O)C1	1	0.2	-0.6	7	6	1	-1	-9	-9
COc1ccc(OC)c(S(=O)(=O)NC(C)CCc2ccccc2)c1 (stereo not given)	-1	0.6	-0.6	2	-3	-14	1	-3	6
Nc1nc(N)nc(-c2ccc([N+](=O)[O-])o2)n1	3	0.5	-0.3	1	6	12	5	-16	-7

More records.
SMILES	MT1-MMP act inh	MsrA inh	TbMetRS inhib	SKN-1 inh	MsrA act	MLLE-PAM2 inh	E coli Lon inh	CendR NRP1 mod	FAS-TE inh
C=CCS(=O)(=O)c1nc2ccccc2s1	-3	-0.4	3.3	-16	-12	-3	-4	4	5
CC(O)(c1ccccc1)c1nc(/C=C/c2ccccc2)cs1 (stereo not given)	0	0.2	-0.1	22	-2	7	-3	-1	20
O=C(COc1ccc([N+](=O)[O-])cc1)N(Cc1ccccc1)Cc1ccccc1	0	0.4	0.1	4	-1	0	-10	12	36
CCOc1ccc(C(NC(=O)CC)c2c(O)ccc3ccccc23)cc1 (stereo not given)	-5	1.3	-0.3	10	-4	-20	-1	-7	4
O=C(NCCc1ccc(F)cc1)C(=O)Nc1cc2c3c(c1)CC(=O)N3CCC2	-1	-0.8	-0.4	2	-4	-3	-14	13	8
CCOC(=O)c1c(C)[nH]c(C)c1C(=O)CSc1nc2ccccc2c(=O)n1-c1ccc(C)cc1	2	-1.7	-1.2	2	-4	-10	-4	-12	-18
CC(NC(=O)C(Cc1ccccc1)=NO)c1ccccc1 (stereo not given)	2	-0.4	0.6	-1	-3	10	-11	2	-27
O=C(Nc1cccc(-c2ccc3nncn3n2)c1)c1ccco1	-1	0.5	-0.9	-5	-8	2	-6	5	-9
Cc1ccc(/C=N/Nc2nnc(Cl)c3ccccc23)cc1	-14	-0.2	-0.3	13	-3	-2	-4	-2	30
C=CCOC(=O)C1=C(C)Nc2[nH]c(=O)[nH]c(=O)c2C1c1ccccc1 (stereo not given)	-4	1.9	-0.3	11	-4	3	-8	4	-10
O=C(/C(=C(\[O-])c1ccccc1)[n+]1ccc2ccccc2c1)c1ccc(Cl)cc1	-2	0.4	0.3	8	-1	-5	-21	-24	-7
C/C=C/c1ccc(OCCCCNCc2ccco2)c(OC)c1	4	0.6	-0.5	-5	-5	1	-1	-4	1
CC(C)NC(=O)c1onc(CSc2ccc(F)c(F)c2)c1C(=O)O	4	2.0	-0.3	15	-3	13	-3	-12	-9
Cc1cccc(C)c1NC(=S)N(Cc1cccnc1)Cc1ccccc1Cl	1	2.6	-0.4	-4	0	8	-8	-14	7
CN(CC(=O)Nc1ccc(F)cc1)C(=O)C1CCN(C(=O)Nc2ccccc2)CC1	1	1.5	-0.2	-2	-3	1	-16	-5	-8
CCOC(=O)c1cc[n+](CC(=O)c2ccc(F)cc2)cc1	6	1.1	-0.1	12	-2	0	-5	-4	-6
O=C(c1[nH]c(C(F)(F)F)nc1-c1ccccc1)N1CCN(c2ccncc2)CC1	1	-0.5	0.4	-6	-1	1	-2	11	-11
COC(=O)C1(C)NC(c2ccc(Cl)cc2)C2C(=O)N(c3ccccc3)C(=O)C21 (stereo not given)	-5	1.3	-1.0	2	-3	9	-13	-4	-8
CC(C)NC(=O)Nc1cccc2c1O[C@H](CN(C)S(=O)(=O)c1ccc(F)cc1)[C@@H](C)CN([C@H](C)CO)C2=O	2	-0.8	-1.3	-7	-3	-1	-5	-1	-10
CCc1c(-c2ccccc2)ncn1Cc1cccc(-c2ccccc2)c1	-6	1.1	0.6	-3	nt	nt	nt	0	nt
CN(CCOc1ccccc1)C(=O)c1ccc(F)c(S(=O)(=O)N2CCOCC2)c1	-1	1.4	-0.2	6	-3	7	0	2	-3
CC(C)(C)OC(=O)N1Cc2ccccc2C[C@H]1C(=O)NC1CCCC1	1	-1.3	-1.2	28	-8	-2	-3	-1	-5
CCOC(=O)[C@H]1[C@H]2COc3ccc(OC)cc3[C@@H]2N2C(=O)c3cc(OC)c(OC)cc3NC(=O)[C@@]12C	2	0.1	-0.1	12	0	6	-4	-4	-5
Cc1cccn2c(=O)c3cc(C(=O)N4CCN(C(=O)c5ccco5)CC4)n(C)c3nc12	4	2.0	-0.3	-5	-2	4	-12	2	0
CN(CC(=O)Nc1ccc(F)cc1)C(=O)COC(=O)Cc1c(F)cccc1Cl	-2	0.2	-0.3	-6	-2	-1	1	8	-3

2 compounds from above, reduced to SKN-1 inh, MsrA inh and E coli Lon inh:
| molecule | SKN-1 inh | MsrA inh | E coli Lon inh |
| --- | --- | --- | --- |
| CCOC(=O)C1=NN(c2ccccc2)C(=O)C1 | 7 | 0.2 | -1 |
| Nc1nc(N)nc(-c2ccc([N+](=O)[O-])o2)n1 | 1 | 0.5 | 5 |

(listing goes on)
SMILES	MT1-MMP act inh	MsrA inh	TbMetRS inhib	SKN-1 inh	MsrA act	MLLE-PAM2 inh	E coli Lon inh	CendR NRP1 mod	FAS-TE inh
CN(N=Nc1ccc([N+](=O)[O-])cc1)c1ccccc1	0	0.3	0.2	-2	-4	92	1	136	-90
O=S(=O)(O)CCN1CCOCC1	2	-0.1	-0.6	-9	-6	-2	1	0	-6
COC(=O)Cn1c(CN2CCN(c3ccccc3F)CC2)nc2c1c(=O)n(C)c(=O)n2C	-4	-0.7	1.0	5	-2	2	-2	13	0
CCOc1ccccc1Oc1coc2cc(O)ccc2c1=O	-2	0.7	-0.4	-3	-5	6	2	-8	-7
O=C1C=C(c2ccc(C(=O)O)c(Cl)c2)C[C@@H](c2ccc3c(c2)OCO3)C1	0	2.4	0.0	11	-2	7	0	-17	-9
CCCc1c(-c2ccccc2F)ncn1CCc1ccccc1OC	-5	0.6	-0.3	17	0	nt	-8	0	6
CCOc1ccc(S(=O)(=O)/N=C(/Nc2ccc(C(C)=O)cc2)c2ccccc2)cc1	2	1.4	0.0	2	-3	4	-9	-10	15
CCOC(=O)C1CCN(C(=O)COC(=O)C2CCN(S(=O)(=O)c3ccc4c(c3)OCCO4)CC2)CC1	2	2.0	-0.4	1	-8	-4	-9	6	-2
CN(C(=O)c1nn(C)c2c1CS(=O)(=O)c1ccccc1-2)c1cccc(Cl)c1	-1	1.1	-0.2	1	-1	4	-1	-9	-3
COCc1ccc(C(=O)N2CCCC(Nc3ccc(C(C)C)cc3)C2)o1 (stereo not given)	4	-0.5	0.0	-11	-1	4	-7	3	-1
CCOC(=O)N1CCN(c2cc(N)c([N+](=O)[O-])cc2F)CC1	5	1.6	0.5	6	0	-2	-2	-11	-1
COc1cccc(C2=CC(=O)C[C@H](c3ccc(OC)c(OC)c3)C2)c1	-2	1.1	0.1	-3	-3	-5	-1	-4	5
COc1ccc(CNC(=O)CSc2nnc(-c3ccc(NC(C)=O)cc3)n2C)cc1	1	-0.4	-0.4	12	-3	-7	-11	-8	-6
CCCCC1CC(CSc2ncn[nH]2)OC1=O (stereo not given)	2	0.0	0.3	-6	-1	-14	-4	8	-11
O=C(C=Cc1ccco1)c1ccco1	-8	1.9	-0.1	-17	-5	23	-5	8	-5
O=C(Cc1ccc(Br)cc1)N1CCN(c2ccccn2)CC1	2	0.9	0.1	0	-4	62*	6	2	-7
NC1(C#Cc2ccc3oc(=O)c(-n4cc(-c5ccsc5)nn4)cc3c2)CCCCC1	-6	1.6	-0.1	6	-2	-44	-1	15	-2

Compound activity (PubChem BioAssay)
